m-calpain inh = blocks pig calpain II enzyme activity | inhibition, % at 16 µM | purified calpain II, fluorogenic peptide substrate, 30 min | 220,000 tested, 0.37% active;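 active = inhibition above about 50%, limit read from the data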
TRPML3 ag = agonists of human TRPML3 channel; HEK293 TRPML3-YFP, Fluo-8 calcium fluorescence; 100% = the carbachol control signal; activation, % at 3 µM; 220,000 tested, 0.29% active;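 active = activation above its plate's cutoff, the mean activation of the plate's test wells plus 3 SD, cut at about 12% in these data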;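 also: 0% = DMSO only wells and 100% = carbachol wells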
Target sequence (Q8TDD5 whole entry, looked up): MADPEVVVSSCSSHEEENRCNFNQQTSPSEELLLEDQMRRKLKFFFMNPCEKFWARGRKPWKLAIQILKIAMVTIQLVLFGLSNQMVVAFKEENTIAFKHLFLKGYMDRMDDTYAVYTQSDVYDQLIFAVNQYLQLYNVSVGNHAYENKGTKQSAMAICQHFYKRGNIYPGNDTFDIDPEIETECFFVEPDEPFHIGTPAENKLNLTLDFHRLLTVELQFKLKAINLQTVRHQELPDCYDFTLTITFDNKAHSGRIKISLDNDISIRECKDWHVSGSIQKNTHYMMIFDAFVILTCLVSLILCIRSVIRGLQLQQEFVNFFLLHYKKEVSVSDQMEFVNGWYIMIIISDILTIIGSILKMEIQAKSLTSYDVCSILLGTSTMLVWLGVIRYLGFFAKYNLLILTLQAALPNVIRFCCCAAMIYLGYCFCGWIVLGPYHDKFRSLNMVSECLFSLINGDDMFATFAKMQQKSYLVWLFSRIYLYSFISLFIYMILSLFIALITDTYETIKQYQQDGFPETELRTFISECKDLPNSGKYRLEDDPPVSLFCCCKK
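Material: HEK293 cells stably carrying human TRPML3-YFP; compound dosing: single dose, 3 µM final nominal compound, 0.3% DMSO final; incubation: 1-h 37 °C dye load, 5-s basal, 120-s post-compound reads; technique: Fluo-8 intracellular calcium fluorescence, excitation 470-495 nm, emission 515-575 nm; read-out basis: percent activation from peak-to-basal fluorescence ratio, scaled between DMSO and carbachol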
BaF3 tox = parental Ba/F3 viability inhibition as JAK2V617F counter-screen; CellTiter-Glo ATP luminescence; inhibition, % at 5.6 µM; 220,000 tested, 1.1% active;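 active = inhibition above a per-campaign cutoff, the mean inhibition of all tested compounds plus 3 SD, cut at about 27% in these data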;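 also: 0% = DMSO wells and 100% = JAK Inhibitor I control wells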
S1P4 agonist = agonists of human S1P4 receptor; O95977; S1P4-expressing cell line, agonist reporter assay; activation, % at 4.98 µM; 220,000 tested, 0.35% active; AID 1509; in the data active = activation above about 11%;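 also: 0% = DMSO vehicle and 100% = reference agonist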
Target sequence (O95977 whole entry, looked up): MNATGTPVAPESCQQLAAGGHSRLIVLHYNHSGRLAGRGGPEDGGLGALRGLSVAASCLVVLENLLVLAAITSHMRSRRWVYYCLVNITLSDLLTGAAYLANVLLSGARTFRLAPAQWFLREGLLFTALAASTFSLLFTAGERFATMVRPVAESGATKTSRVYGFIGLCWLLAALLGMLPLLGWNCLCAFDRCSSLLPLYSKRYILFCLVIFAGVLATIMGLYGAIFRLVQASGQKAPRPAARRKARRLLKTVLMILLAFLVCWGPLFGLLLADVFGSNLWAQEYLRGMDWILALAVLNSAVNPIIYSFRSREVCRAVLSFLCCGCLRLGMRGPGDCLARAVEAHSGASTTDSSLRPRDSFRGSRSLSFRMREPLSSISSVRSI
zfTRPN1 agonist = activates the zebrafish TRPN1 channel; HEK293 zebrafish TRPN1-YFP, Fluo-8 calcium fluorescence; 100% = response to 87 µM carbachol; activation, % at 3 µM; 220,000 tested, 0.18% active;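 active = activation above its plate's cutoff, the mean activation of test wells on that plate plus 3 SD, cut at about 19% in these data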;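 also: 0% = DMSO alone and 100% = 87 µM carbachol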
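Material: zebrafish TRPN1-YFP in HEK293 cells. Doses: one dose of 3 µM, 0.3% DMSO. Incubation: dye 1 h 37 °C plus 30 min RT. Measured by: intracellular calcium fluorescence with Fluo-8.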
PERK inhibitor = inhibitors of human PERK kinase; 220,000 tested, 0.17% active; AID 1416; inhibition, % at 5.6 µM; Q9NZJ5; CHO PERK-DD fusion, SEAP luminescence translation reporter;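 active = inhibition above the mean inhibition of all tested compounds plus 3 SD, set separately per screening campaign, cut at about 2.9% in these data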;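 also: PERK kinase domain activated by AP20187 dimerizer at 100 nM; 0% = DMSO with dimerizer and 100% = rapamycin at 8.4 µM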
EP2 mod = modulates human prostaglandin E2 receptor EP2 signaling. AID 940. induction, % at 25 µM. EP2-expressing cells, cAMP HTRF FRET, PGE2 co-stimulation. 260,000 tested, 0.83% active;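 active = compounds whose cAMP rise, as percent of the full-agonist control response, exceeds 60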;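 also: rat C6 glioma line stably carrying human EP2 under a CMV promoter; the protocol text gives 20 µM as final concentration; 100% = response of wells given 1 µM PGE2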
Ba/F3 V617F tox = loss of viability in JAK2V617F-driven Ba/F3 cells; AID 1446; 220,000 tested, 1.1% active; inhibition, % at 5.6 µM; Ba/F3 EpoR-JAK2V617F viability, ATP luminescence;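 active = inhibition above the campaign mean plus 3 SD over all tested compounds, cut at about 24% in these data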;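 also: cytokine-independent growth of Ba/F3 cells driven by EpoR plus mutant JAK2; 0% = DMSO-treated cells and 100% = JAK inhibitor I control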
S1P4 antag = blocks the human S1P4 receptor; O95977; S1P4-expressing cells, antagonist mode, reporter read-out; inhibition, % at 4.98 µM; 220,000 tested, 0.26% active; in the data active = inhibition above about 29%;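 also: 0% = wells stimulated with agonist and 100% = vehicle wells without agonist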
Active calls of the source: *; & = joins results of further samples.

Values run as follows: m-calpain inh	TRPML3 ag	BaF3 tox	S1P4 agonist	zfTRPN1 agonist	PERK inhibitor	EP2 mod	Ba/F3 V617F tox	S1P4 antag
> CC1CC(=O)N(Cc2ccccc2)c2ccccc2N1C=O (centres undefined)
→ 3.7	0.8	3.7	-0.4	0.6	-0.4	20.0	2.3	-2.2
> Cc1cc2nc(/N=C(\N)NC(=O)C(C)C)nc(C)c2cc1C
→ -15.9	0.8	29.5*	0.6	-1.1	-0.8	-30.5	11.6	-15.2
> O=C(Nc1cc(C(F)(F)F)ccc1-n1cncn1)c1ccc(Br)cc1
→ -12.8	0.8	6.0	-1.9	0.7	1.1	49.8	-1.9	11.2
> CCOC(=O)c1sc2ncn(/N=C/N(C)C)c(=O)c2c1C
→ -308.2	1.8	2.5	-0.5	1.0	-0.5	0.0	0.7	-17.7
> O=C(NCCCNCc1ccccc1)c1ccncc1
→ -28.1	0.6	0.1	1.0	-1.1	1.4	14.4	-2.5	0.9
> CC(C)C1(C)C(=O)N=C2c3ccccc3C(=O)N21 (centres undefined)
→ -5.1	0.0	0.8	-0.1	0.1	1.9	22.6	-3.9	2.9
> CC(OC(=O)c1ccc(NS(=O)(=O)c2cccs2)cc1)C(=O)N(C)C1CCCCC1 (centres undefined)
→ 17.7	-0.5	1.6	1.7	-0.6	-0.6	27.9	6.0	-21.6
> COc1cc(CN=Cc2c(O)n(Cc3ccccc3)c(=S)[nH]c2=O)cc(OC)c1
→ -39.4	0.3	-0.6	-0.4	-0.6	0.2	46.0	-3.0	10.2
> CCCCCCc1cc2cc(S(=O)(=O)c3ccc(F)cc3)c(=O)oc2cc1O
→ -109.3	1.2	2.7	5.7	0.1	1.0	5.7	-0.8	-12.3
> CCS(=O)(=O)c1ccc2oc(Nc3cc(C)cc(C)c3)nc2c1
→ -10.9	-1.8	4.9	1.4	-3.2	-0.8	-14.8	5.6	9.7
> COCCOC(=O)C1=C(C)N=C2SCCC(=O)N2C1c1cccs1 (centres undefined)
→ 29.8	0.0	1.4	0.8	1.6	-0.8	-1.0	2.8	-18.1
> CCc1ccccc1NC(=O)c1cc2ncc(Br)cn2n1
→ -12.4	0.7	2.3	-3.4	1.7	0.2	24.3	0.8	10.3
> Cc1nn(-c2cccc(C(F)(F)F)c2)c(=O)c2noc(C)c12
→ 1.0	0.1	-1.7	-1.1	-0.8	1.8	-5.3	-3.5	-4.2
> CCn1c(O)c(C=C2N=c3ccccc3=N2)sc1=S
→ -41.7	0.2	5.8	0.8	0.1	1.6	-9.2	2.5	-4.1
> CNC(=S)N1CCn2cccc2C1c1cc(OC)c(OC)c(OC)c1 (centres undefined)
→ -16.1	0.5	4.1	2.5	-0.5	0.1	12.8	3.2	-15.7
> O=C(NCc1ccc2c(c1)OCO2)c1ccc(Cl)c(S(=O)(=O)N2CCOCC2)c1
→ 13.1	0.1	3.4	-3.8	0.5	-1.5	-17.2	-0.9	-9.2
> O=C(Nc1ccccc1)/C(=C/c1ccc([N+](=O)[O-])cc1)NC(=O)c1ccccc1
→ 14.7	-0.2	2.3	4.4	-0.4	2.2	6.5	-3.3	-2.4
> C/C(=N\NC(=O)c1ccc(C)cc1)C1C(=O)c2ccccc2C1=O
→ -2.0	-0.1	3.1	2.0	1.5	0.9	-0.9	-3.2	-16.4
> CC(=O)c1sc(NC(=O)COc2ccc([N+](=O)[O-])cc2)nc1C
→ -53.5	0.7	0.2	-1.1	-0.4	0.4	-7.4	-0.7	1.6
> CCOC(=O)N1CCN(C(=O)c2ccc(CNS(=O)(=O)c3ccc(C)cc3)cc2)CC1
→ 15.1	0.5	4.5	1.8	0.1	-0.3	29.5	-1.9	-1.4
> CCOC(=O)N1CCN(S(=O)(=O)c2cc(Br)cnc2N)CC1
→ -21.6	-0.1	8.0	-0.7	-1.8	1.3	-5.6	-1.0	2.2
> CC1Cn2c(nnc2C23CC4CC(CC(C4)C2)C3)S1 (centres undefined)
→ -9.1	0.9	1.8	-1.4	-1.2	0.7	-2.3	-3.1	-5.1
> CN(C)c1nc2ccc(OCCN3CCCCC3)cc2s1
→ 3.2	0.2	1.2	-5.4	-0.7	-1.1	12.9	-2.7	-1.7
> CCOc1ccc(S(=O)(=O)Nc2ccc(S(=O)(=O)N3CCCC3)cc2)cc1
→ 8.9	-0.2	11.1	0.5	-0.1	-0.2	4.2	3.0	3.0
> C=CCc1c(C)nc(C)nc1N/N=C/c1ccc(N(C)C)cc1
→ -161.4	0.3	2.1	-0.2	-1.6	-0.8	-12.1	-1.4	-0.2
> COc1ccc2cc3cc(C(=O)NCc4ccc5c(c4)OCO5)oc3nc2c1
→ -286.0	1.0	7.5	-0.1	1.1	-0.1	-35.4	3.3	-31.3
> COc1ccc(N=C2SC(C(N)=O)CC(=O)N2Cc2ccc3c(c2)OCO3)cc1 (centres undefined)
→ 1.5	0.3	-2.8	0.5	-0.6	0.6	-22.8	-2.1	-7.2
> CCOC(=O)C1CCCc2c1[nH]c1c(C(=O)O)cccc21 (centres undefined)
→ -68.3	-0.2	3.4	-1.1	0.9	1.4	8.7	0.5	-3.1
> Clc1ccc(-c2nnc(SCc3nc(-c4ccccc4)no3)o2)cc1
→ -10.6	0.0	9.8	-3.0	0.6	1.1	-5.8	0.8	0.1
> O=C(Cc1ccccc1)N1CCN(C(=O)c2ccco2)CC1
→ 6.1	0.1	2.2	1.4	2.8	0.3	21.8	0.2	-11.5
> COc1ccc2c(c1)CCCN2C(N)=Nc1ccc(Cl)cc1
→ 7.0	1.3	0.8	-0.7	3.8	0.1	9.9	2.6	-15.5
> COC(=O)Cc1ccc(NC(=S)NCc2ccccc2OC)cc1
→ 33.4	0.0	10.4	0.3	0.4	0.1	-71.3	4.5	-6.7
> COc1cc(/C=C2\SC(=N)N(c3ccc(F)cc3)C2=O)ccc1O
→ -30.8	1.5	4.2	2.5	2.9	1.6	-28.7	0.5	-24.4
> Cn1c(SCC(=O)c2ccccc2)nc2cccnc21
→ 13.5	1.0	-0.5	-4.3	0.3	0.1	-1.8&-25.3	0.2	1.3
> COc1ccc(C2=Nn3c(nnc3-c3ccncc3)SC2)cc1
→ -5.4	0.4	-0.7	1.9	-0.1	-0.4	21.4	-5.7	-19.9
> C=CCOC(=O)C1=C(C)NC(=S)NC1c1cccs1 (centres undefined)
→ -5.6	0.1	2.5	-0.2	-1.7	0.1	6.0	1.9	-1.5
> N#Cc1ccc(C(=O)Nc2nnc(-c3cccs3)o2)cc1
→ 4.2	0.7	-0.5	-0.1	-0.2	0.6	7.7	-1.0	19.2
> CCCCNc1c([N+](=O)[O-])cc(C)cc1[N+](=O)[O-]
→ -7.5	0.3	8.9	1.5	-0.4	0.0	16.6	-2.0	-8.8
> COc1cccc(Oc2ccc(C(F)(F)F)cc2N)c1
→ 2.0	-0.2	3.3	1.2	-1.1	0.7	46.4	0.1	-20.1
> CCOC(=O)c1ccc(NC(=O)NC2CC3CCC(C2)N3)cc1 (centres undefined)
→ -22.9	0.8	5.2	0.9	0.2	0.5	-12.8	0.2	-17.3
> CC(=O)Nc1ccc(CN2CCCC(CO)(Cc3cccc(Cl)c3)C2)cc1 (centres undefined)
→ -13.1	-0.5	1.8	0.1	3.5	-1.1	15.3	0.6	10.0
> O=C1CCC(CCC(=O)N2CCCC(C(=O)c3ccc(Cl)cc3)C2)=NN1 (centres undefined)
→ -26.6	-0.2	0.1	1.2	0.2	0.2	12.5	-3.4	-14.4
> O=C(CCc1nc2ccccc2c(=O)[nH]1)Nc1ccc(F)cc1
→ -1.2	0.4	4.8	0.8	4.3	0.8	-14.0	-4.5	-4.1
> COc1ccc(OC)c(NC(=O)CSc2nnc(-c3ccco3)n2-c2ccccc2)c1
→ 7.4	-0.8	1.4	2.6	-2.3	-1.1	-11.3	1.9	-10.8
> O=C(Cn1nnc2ccccc2c1=O)N1CCCc2ccccc21
→ 26.2	0.0	-3.2	0.5	1.0	-0.9	-3.6&-10.2	-3.2	-21.1
> O=C(c1cccc(Oc2ccc([N+](=O)[O-])cc2Cl)c1)N1CCCCC1
→ 34.0	0.5	11.6	-1.9	0.5	-0.4	-65.8	6.1	12.8
> CN1CCc2c(c3c(n2C)CCN(C)[C@H]3c2ccccc2F)[C@@H]1c1ccccc1F
→ -6.5	0.6	3.1	2.6	-1.4	-0.3	-7.3	2.3	-5.7
> Fc1ccc(Sc2nc(-c3ccccc3)nnc2C(F)(F)F)cc1
→ 15.4	0.9	8.8	0.8	0.6	-1.1	65.2*	1.7	8.0
> O=C(Nc1cccc2ncccc12)c1ccc(-c2ccc(Br)cc2)o1
→ -25.0	-0.7	1.9	0.5	0.7	0.7	-24.7	-2.3	-23.8
> O=C(C1CCN(S(=O)(=O)c2ccccc2[N+](=O)[O-])CC1)N1CCOCC1
→ -28.5	1.2	0.2	0.9	0.1	-0.1	-2.5	-1.6	-0.1
> O=C(c1ccco1)N1CCN(C(=O)c2ccccc2OC(=O)C23CC4CC(CC(C4)C2)C3)CC1
→ -13.9	0.6	9.8	-3.9	1.7	-0.7	16.9	-4.8	4.7
> CC(C)(C)c1ccc(OCC(=O)NCCN2CCCC2)cc1
→ 18.8	0.9	-0.2	2.1	-0.7	0.5	-8.9	-1.6	-13.0
> COc1ccc(CN2c3cc(S(=O)(=O)N4CCOCC4)ccc3N3CCCC32)cc1 (centres undefined)
→ 0.6	0.9	3.6	-0.3	-1.0	-0.3	19.4	-0.2	-14.7
> COc1ccc(Cc2nc(C(=O)Nc3ccccc3)cs2)cc1
→ 2.0	2.3	2.5	-1.0	2.8	1.1	-60.5	-1.6	12.3
> Cn1nc(C(F)(F)F)c(C#N)c1N1CCN(c2ccc(F)cc2)CC1
→ 31.7	1.1	4.9	0.5	1.6	-1.9	-6.5	-2.0	-29.4
> CCc1cc2c(-n3nc(C)cc3C)ncnc2s1
→ -6.0	0.2	-2.8	3.8	0.9	-0.5	43.3	0.5	-14.9

Screening data deposited in PubChem by several laboratories.
